M. tuberculosis GlmU = inhibition of mycobacterial GlmU enzyme – biochemical, glucosamine-1-phosphate acetyltransferase (AID 1376). Bifunctional protein GlmU (Mycobacterium tuberculosis (strain ATCC 25618 / H37Rv)). M. tuberculosis GlmU acetyltransferase enzyme assay; higher % means a stronger effect. inhibition, %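 (tested at 30 µM in the primary screen)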; hits with a dose series show IC50 in µM. actives 0.25% (n = 220,000); in the data active means inhibition above about 13%;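 further: 0% = complete reaction with vehicle and 100% = reaction without substrate; strong numbers were not always called active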
Mtb RmlCD inh = M. tuberculosis RmlC/RmlD coupled enzyme inhibitors, primary screen, biochemical, compound mixtures, 384-well, from 1536-well plates. dTDP-4-dehydrorhamnose reductase (Mycobacterium tuberculosis (strain ATCC 25618 / H37Rv)) …. RmlC+RmlD coupled enzyme assay, percent inhibition; primary screen in compound mixtures. inhibition, % at 3.6 µM. AID 1533, 2009. actives 0.03% (n = 160,000); in the data active means inhibition mostly above about 34%, no sharp cut-off; further: some results filed as inactive read as strong as hits
Target sequence (P9WH09 whole entry, looked up): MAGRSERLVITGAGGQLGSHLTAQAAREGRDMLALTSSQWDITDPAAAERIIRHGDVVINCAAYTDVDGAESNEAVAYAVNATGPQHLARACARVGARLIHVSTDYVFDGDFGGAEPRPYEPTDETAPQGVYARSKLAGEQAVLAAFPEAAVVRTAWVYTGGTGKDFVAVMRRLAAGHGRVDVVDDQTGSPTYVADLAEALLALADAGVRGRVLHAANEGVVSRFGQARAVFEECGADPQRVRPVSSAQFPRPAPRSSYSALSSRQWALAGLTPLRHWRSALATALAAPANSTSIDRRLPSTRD
Target sequence (P9WH11 whole entry, looked up): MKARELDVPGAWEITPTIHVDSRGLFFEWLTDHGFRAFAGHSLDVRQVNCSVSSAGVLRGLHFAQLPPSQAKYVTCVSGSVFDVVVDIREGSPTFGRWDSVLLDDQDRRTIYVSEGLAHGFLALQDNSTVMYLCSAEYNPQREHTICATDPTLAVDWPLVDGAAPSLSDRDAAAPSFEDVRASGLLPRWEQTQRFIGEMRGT
* hit, by the source's call; x = not tested or not shown.

SMILES	M. tuberculosis GlmU	Mtb RmlCD inh
Cc1ccccc1NC(=O)COC(=O)CN1C(=O)NC(C)(C)C1=O	1.7%	7
Cn1cccc1C(=O)Nc1nc(-c2ccccn2)cs1	8.1%	9
CCN(CC)C(=O)c1cn(C)c(=O)c2cc(OC)c(OC)cc12	1.6%	x
Cc1nnc(SC(C)C(=O)Nc2ccc(S(=O)(=O)N3CCCCC3)cc2)s1 (centres undefined)	-1.2%	-4
CC(=O)N(c1ccccc1)c1nnc(-c2cnc(C)cn2)s1	0.3%	-10
CCC(=O)c1cn([C@@H](CCC(OC)OC)CC(=O)OC(C)(C)C)cc1CC	0.6%	x
O=c1[nH]nc(SCCS(=O)(=O)c2ccc(F)cc2)n1-c1ccccc1	-2.0%	9
O=Cc1c[nH]c2ncccc12	0.5%	5
Cc1cc(NC(=O)CN2CCCC2c2nc3ccccc3s2)no1 (centres undefined)	-7.9%	5
CC(C)[C@H](N)C(=O)OCCOCn1cnc2c(=O)[nH]c(N)nc21	5.4%	x
S=C1NC(c2ccccc2)=NCN1c1ccc(Br)cc1	2.9%	3
CC(=O)C1=C(C)Nc2ncnn2C1c1ccc(Cl)cc1Cl (centres undefined)	-5.9%	x
COC(=O)c1ccccc1NC(=O)CSc1nnc(-c2ccoc2C)n1C	-4.0%	-8
O=C(CCC1CCCC1)NC1CCCCC1	-6.1%	0
O=C(Cn1nnc(-c2ccccc2)n1)N/N=C/c1cccc([N+](=O)[O-])c1	-0.6%	-15
CCNC(=O)c1cc2ccccc2o1	1.2%	x
COc1ccc(CC(=O)Nc2ccc(-c3cn4cccc(C)c4n3)cc2)cc1OC	0.7%	4
CCCN1Cc2cccc(C(=O)Nc3ccc(C)cc3)c2C1=O	-0.5%	-5
COc1cccc(C(C(=O)Nc2ccc(F)cc2)N(C(=O)Cn2nnc3ccccc32)C2CC2)c1 (centres undefined)	-0.1%	4
Cn1c(C(=O)Nc2ccc3c(c2)OCCO3)cc2sccc21	4.1%	x
COc1ccc(Cc2nnc(NC(=O)Cn3cnc4c3c(=O)n(C)c(=O)n4C)s2)cc1OC	1.2%	52
CC(C(=O)N1c2ccccc2CCc2ccccc21)n1nnc(-c2ccc(N(C)C)cc2)n1 (centres undefined)	4.6%	x
COc1ccccc1-c1c(C#N)c(SCC(=O)N2CCCC2)nc(C)c1C(N)=O	7.9%	-7
C/C(Cc1ccccc1)=N/NC(=O)CCCC(=O)N/N=C(/C)Cc1ccccc1	3.8%	4
COc1ccc(NC(=O)Nc2ccc(C(=O)N3CCOCC3)cc2)c(OC)c1	0.4%	4
CC1CN(C(=O)c2ccccc2NS(=O)(=O)c2cccc([N+](=O)[O-])c2)CC(C)O1 (centres undefined)	0.9%	x
OCCC1CN(Cc2ccc(C(F)(F)F)cc2)CCN1Cc1ccccc1 (centres undefined)	0.7%	-6
Cc1ccc(C)c(NC(=O)CCC(=O)N/N=C/c2ccc3c(c2)OCO3)c1	1.9%	x
CCn1ncc(NC(=S)NCCc2ccccc2)c1C(N)=O	-2.4%	8
Cc1nn(Cc2nnc(SCC(=O)Nc3ccc(Cl)cc3)n2C)c(C)c1[N+](=O)[O-]	-1.5%	10
COc1ccc(/C=C(\NC(=O)c2ccc([N+](=O)[O-])cc2)C(=O)N2CCOCC2)cc1	11%	10
CCOc1ccc(NC(=O)c2c(O)[nH]c(=O)[nH]c2=O)cc1	-1.1%	x
COc1ccc(S(=O)(=O)Nc2nncs2)cc1	3.0%	x
O=C(NCc1ccccc1)C1C2C=CC3(CN(Cc4cccnc4)C(=O)C13)O2 (centres undefined)	3.7%	x
COC(=O)c1c(NC(=O)c2cccs2)sc2c1CCC(C)C2 (centres undefined)	2.6%	-9
COc1ccc(Cl)cc1NC(=O)C(C)Sc1n[nH]c(N)n1 (centres undefined)	-1.2%	9
O=C(CS(=O)(=O)c1ccccc1)Nc1nc(-c2ccccc2)cs1	4.0%	11
CCOc1ccccc1OCCCCCc1c(C)n[nH]c1C	8.1%	-5
CN(C)S(=O)(=O)c1cccc(NC(=O)COC(=O)CCSc2ccc(Cl)cc2)c1	0.6%	7
CCc1ccccc1NC(=S)N(CCc1ccncc1)C(C)C	4.2%	-5
CCCCOCCCNC(=O)/C=C/c1ccccc1Cl	-0.2%	x
COC(=O)c1sc2ccccc2c1NC(=O)c1coc2ccccc2c1=O	0.8%	-9
Nc1nonc1-c1noc(CCCCCN2C(=O)c3ccccc3C2=O)n1	-3.1%	-9
COc1cc(/C=N/NC(N)=O)ccc1OCC(=O)Nc1cc(C)c(C)cc1Br	0.8%	-4
COc1ccc(Cl)c2c1[nH]c1nc(SCc3ccccn3)nnc12	-6.9%	6
CC/C(=N/OC(=O)c1cccc(C)c1)C(=O)c1cccs1	-4.5%	-10
CCCS(=O)(=O)N1CCCC(C(=O)NCc2ccc3c(c2)OCO3)C1 (centres undefined)	-1.3%	-12
CCCCN(C)CCCNC(=O)C1CC(=O)N(Cc2ccc(OC)cc2)C1 (centres undefined)	0.3%	21
COc1cc(OC)c(C(=O)OCC(=O)Nc2cc(C)on2)cc1OC	0.7%	-8
Cc1ccc(-n2c(O)c(C=Nc3ccc(S(=O)(=O)N(C)C)cc3)c(=O)[nH]c2=O)cc1	1.4%	x
CCn1c(C)cc(/C=C2\NC(=O)N(CC(=O)Nc3cccc(C)c3)C2=O)c1C	2.2%	x
CN(Cc1ccccc1)C(=O)C1CCCN1S(=O)(=O)c1ccc2c(c1)n(C)c(=O)c(=O)n2C (centres undefined)	0.3%	79
COC(=O)c1c(NC(=O)c2ccc(S(=O)(=O)N3CCOCC3)cc2)sc2c1CCN(C)C2	-6.0%	7
Cc1c(=O)n(OCc2ccccc2)c2ccccc2[n+]1[O-]	0.1%	10
NC(=O)CNc1ncc(C(F)(F)F)cc1Cl	3.7%	-6
Cc1ccc(OCCN(C)C(=O)CC2C(=O)NCCN2CC(C)(C)C)cc1 (centres undefined)	-4.9%	-8
COC(=O)c1c(NC(NC(=O)C(C)(C)C)C(Cl)(Cl)Cl)sc2c1CCC2 (centres undefined)	0.9%	x
CC(=O)Nc1sc2c(c1C#N)CCC2	6.4%	3
c1ccc2nc(SCc3cn4ccccc4n3)cnc2c1	5.5%	-13
Cc1ccc2c(c1)N(C(C)C(=O)NCc1ccccn1)C(=O)CO2 (centres undefined)	2.8%	-6

New compounds follow.
SMILES	M. tuberculosis GlmU	Mtb RmlCD inh
Cc1sc2ncnc(SCC(=O)N(C)C3CCS(=O)(=O)C3)c2c1C (centres undefined)	3.0%	-11
CCOC(=O)c1ccc(N/C(=N\S(=O)(=O)c2ccc(F)cc2F)c2ccccc2)cc1	-1.6%	4
CCC(Sc1nc2ccccc2o1)C(=O)Nc1nnc(C)s1 (centres undefined)	1.2%	-1
CCO/C=C/C(O)(CNC(=O)c1ccc(C(C)(C)C)cc1)C(F)(F)F (centres undefined)	1.0%	x
CC(=O)c1c(N2CCOCC2)nc(=S)n(-c2cc(C)ccc2C)c1C	0.2%	2
C=CCN(CC=C)C(=O)Nc1cc(Cl)ccc1OC	6.9%	30
Cc1cc(C)c(S(N)(=O)=O)c(C)c1N(C)S(=O)(=O)c1ccccc1	5.7%	-12
COC(=O)c1ccccc1Oc1nc(Cl)cc(OC)n1	2.0%	0
COc1ccccc1NC(=O)c1cc2ccc(O)cc2o/c1=N\O	-0.2%	-4
Clc1ccc(-c2csc3ncnc(NCCN4CCOCC4)c23)cc1	3.2%	7
CCOP(=O)(OCC)C(C#N)=C1SCN(c2ccc(Cl)cc2)CS1	0.1%	8
O=C1CC(c2ccccc2)CC(=NCCO)/C1=C(\O)CCCN1C(=O)c2ccccc2C1=O (centres undefined)	-8.3%	-2
Cc1cccc(C)c1OCC(=O)Nc1oc(-c2ccccc2)c(-c2ccccc2)c1C#N	3.4%	x
O=C(CCN1C(=O)/C(=C/c2ccc(F)cc2)SC1=S)NNC(=O)c1ccncc1	-5.7%	-1
CCCc1nc2c(c(=O)c3ccccc3n2C)c(=O)n1-c1ccc(F)cc1	5.7%	2
Cc1ccccc1NC(=O)C1CCN(c2cnccn2)CC1	1.7%	x
CC(=O)Nc1ccc(Oc2cncc(Cl)c2)nc1	-5.8%	8
CCN(CC)CCCNC(=O)c1cn(CC)c2ccc(S(=O)(=O)N3CCc4ccccc4C3)cc2c1=O	-5.6%	1
COc1cc(/C=N\NC(=O)C2COc3ccccc3O2)cc(OC)c1O (centres undefined)	-1.6%	9
O=C(CCCN1C(=O)c2ccccc2C1=O)Nc1cccc(S(=O)(=O)NC2=NCCC2)c1	2.5%	-2
O=C(CNC(=O)c1ccco1)Nc1ccc(S(=O)(=O)N2CCCC2)cc1	2.8%	10
COc1cccc(-c2nc(Oc3cccc(C)c3C)c3ccccc3n2)c1O	5.4%	-4
Cc1cc(NC(=O)CN2CC(C)OC(C)C2)n(-c2nc3ccccc3s2)n1 (centres undefined)	3.4%	2
COC(=O)c1ccccc1NC(=O)C1CC(=O)N(C2CCCCC2)C1 (centres undefined)	-0.5%	71
Cc1sc2ncn(CC(=O)NCC(=O)N3CCC4(CC3)OCCO4)c(=O)c2c1C	7.7%	-6
O=C1CC(c2ccncc2)c2cc3c(cc2N1)OCCO3 (centres undefined)	1.8%	x
Cc1c(Cl)c(-c2n[nH]c(=S)n2CC(C)C)nn1C	5.2%	x
COc1cccc(/C=N/n2c(-c3n[nH]c4c3CCC4)n[nH]c2=S)c1OC	5.9%	9
COC(=O)CN(n1cnnc1)S(=O)(=O)c1ccccc1	-4.9%	11
Fc1ccc(-c2ccc(Nc3cccc(F)c3)nn2)cc1	2.0%	0
CCOC(=O)CC1(CC(=O)OCC)NC(=O)c2c(C)sc(C(=O)OCC)c2N1	-3.6%	6
Cc1cc(C)cc(-n2cc[nH]c2=S)c1	1.4%	-5
COC(C/C=C\[C@H](O)COCc1ccccc1)OC	6.2%	x
O=C(COC(=O)CCc1nc2ccccc2c(=O)[nH]1)Nc1ccc(N2CCOCC2)cc1	3.0%	-6
CCN(C(=S)NC(=O)C1CCCC1)C1CCCCC1	-4.1%	-1
Cc1ccc(/C=N/N=C2/NC(=O)C(CC(=O)Nc3ccccc3)S2)o1 (centres undefined)	4.3%	7

16 of the compounds above, with bars between the fields.
SMILES | M. tuberculosis GlmU | Mtb RmlCD inh
O=C(CNC(=O)c1ccco1)Nc1ccc(S(=O)(=O)N2CCCC2)cc1 | 2.8% | 10
COc1cccc(-c2nc(Oc3cccc(C)c3C)c3ccccc3n2)c1O | 5.4% | -4
Cc1cc(NC(=O)CN2CC(C)OC(C)C2)n(-c2nc3ccccc3s2)n1 (centres undefined) | 3.4% | 2
COC(=O)c1ccccc1NC(=O)C1CC(=O)N(C2CCCCC2)C1 (centres undefined) | -0.5% | 71
Cc1sc2ncn(CC(=O)NCC(=O)N3CCC4(CC3)OCCO4)c(=O)c2c1C | 7.7% | -6
O=C1CC(c2ccncc2)c2cc3c(cc2N1)OCCO3 (centres undefined) | 1.8% | x
Cc1c(Cl)c(-c2n[nH]c(=S)n2CC(C)C)nn1C | 5.2% | x
COc1cccc(/C=N/n2c(-c3n[nH]c4c3CCC4)n[nH]c2=S)c1OC | 5.9% | 9
COC(=O)CN(n1cnnc1)S(=O)(=O)c1ccccc1 | -4.9% | 11
Fc1ccc(-c2ccc(Nc3cccc(F)c3)nn2)cc1 | 2.0% | 0
CCOC(=O)CC1(CC(=O)OCC)NC(=O)c2c(C)sc(C(=O)OCC)c2N1 | -3.6% | 6
Cc1cc(C)cc(-n2cc[nH]c2=S)c1 | 1.4% | -5
COC(C/C=C\[C@H](O)COCc1ccccc1)OC | 6.2% | x
O=C(COC(=O)CCc1nc2ccccc2c(=O)[nH]1)Nc1ccc(N2CCOCC2)cc1 | 3.0% | -6
CCN(C(=S)NC(=O)C1CCCC1)C1CCCCC1 | -4.1% | -1
Cc1ccc(/C=N/N=C2/NC(=O)C(CC(=O)Nc3ccccc3)S2)o1 (centres undefined) | 4.3% | 7

Continuation:
SMILES	M. tuberculosis GlmU	Mtb RmlCD inh
Cc1nn(-c2ccccc2)c(C)c1/C=N/N1CCN(c2ccccc2)CC1	-1.2%	9
O=C(Nc1ccc(Cl)c(-c2nc3ccccc3[nH]2)c1)c1ccc2c(c1)OCO2	-7.7%	x
c1ccc2c(c1)ccc1nnc(SCc3ccc4c(c3)OCCO4)n12	2.1%	9
CCOC(=O)CNC(=O)N1CCCC(CCC(=O)NCc2ccc(F)c(F)c2)C1 (centres undefined)	-1.8%	-9
O=C(Nc1ccc(NC(=O)c2cccs2)cc1)c1ccco1	3.4%	x
O=C(CCc1nnc(CCCCc2ccccc2)o1)NCc1cccc(F)c1	7.0%	-30
Cn1cnc([N+](=O)[O-])c1Sc1ccccc1	-3.0%	-5
CC(NC(=O)c1ccc(-c2cc(C(F)(F)F)ccc2Cl)o1)c1ccccc1 (centres undefined)	-1.2%	x
Cn1c(NC(=O)c2ccc(Cl)s2)cc(=O)n(C)c1=O	-1.8%	x
C=CCC(NCc1ccccc1)c1ccco1 (centres undefined)	2.2%	-14
NNC(=O)c1cc(O)c(O)c(O)c1	7.0%	15
Cc1csc2c(N3CCN(S(=O)(=O)c4ccc(Cl)cc4)CC3)ncnc12	3.5%	-5
CCN(CC)CCOC(=O)c1cccc(Cl)c1	-1.3%	-10
CCCn1c(SCC(=O)N2CCN(C(=O)c3ccco3)CC2)nc2ccccc2c1=O	-1.6%	-15
O=C(COC(=O)c1ccc(Br)c(S(=O)(=O)N2CCOCC2)c1)NCC1CCCO1 (centres undefined)	3.8%	x
COC(=O)/C(=C\c1cc(OC)c(OC)c(OC)c1)c1nc2ccccc2[nH]1	4.4%	-7
Cc1ccc(S(=O)(=O)N2CCCC2C(=O)NCCc2ccccc2)cc1 (centres undefined)	3.0%	44

Reprinted from above, 2 compounds:
SMILES	M. tuberculosis GlmU	Mtb RmlCD inh
CCN(CC)CCOC(=O)c1cccc(Cl)c1	-1.3%	-10
CCCn1c(SCC(=O)N2CCN(C(=O)c3ccco3)CC2)nc2ccccc2c1=O	-1.6%	-15

This is a subset, so the mix of outcomes need not match the whole.
